# Yeast superoxide – lowers age-related superoxide in aged yeast cells. S. cerevisiae aged cells, superoxide DHE fluorescence; active compounds read low. superoxide response (% of plate mean), % at 10 µM. actives 0.18% (n = 330,000);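 active = superoxide response under a set limit, about three screen SD below normal, cut at about 65% in these data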;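 note: yeast aged for seven days with compound at 30 °C before DHE staining; 100% = average MFI of all compound-treated wells on the plate with controls excluded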
# ZTA DNA inh – blocks Epstein-Barr virus ZTA, an EBNA-1 counter-screen | P03206 | ZTA-DNA binding, fluorescence polarization | inhibition, % at 11 µM | actives 0.15% (n = 320,000) | AID 2234; in the data active = inhibition above about 33%
# Target sequence (P03206 whole entry, looked up): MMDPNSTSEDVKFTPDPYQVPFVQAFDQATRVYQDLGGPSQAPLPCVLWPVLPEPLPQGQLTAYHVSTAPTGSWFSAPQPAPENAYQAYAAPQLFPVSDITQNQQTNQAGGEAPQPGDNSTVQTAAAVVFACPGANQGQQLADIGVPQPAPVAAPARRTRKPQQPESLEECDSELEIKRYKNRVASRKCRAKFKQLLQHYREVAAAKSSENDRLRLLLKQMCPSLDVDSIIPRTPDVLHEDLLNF
# Fh CTSL1 inh – counter-screen for PFM18AAP inhibitors: inhibitors of F. hepatica cathepsin L1. recombinant F. hepatica cathepsin L1, Z-Leu-Arg-MCA fluorescence. inhibition, % at 5.96 µM. actives 0.49% (n = 300,000). AID 1906;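 active = inhibition above the mean of all tested compounds plus 3 SD, set per screening campaign, cut at about 17% in these data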;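 note: 0% = plate median of test compound wells and 100% = 1 µM Z-Phe-Ala-diazomethylketone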
# PP1 counter – counter-screen for PP5 inhibitors: inhibitors of human PP1-alpha; P62136; purified PP1alpha, OMFP fluorescence; inhibition, % at 6.7 µM; actives 0.9% (n = 320,000);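 active = inhibition above the mean inhibition of all tested compounds plus 3 SD, computed separately for each screening campaign, cut at about 15% in these data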
# Target sequence (P62136 whole entry, looked up): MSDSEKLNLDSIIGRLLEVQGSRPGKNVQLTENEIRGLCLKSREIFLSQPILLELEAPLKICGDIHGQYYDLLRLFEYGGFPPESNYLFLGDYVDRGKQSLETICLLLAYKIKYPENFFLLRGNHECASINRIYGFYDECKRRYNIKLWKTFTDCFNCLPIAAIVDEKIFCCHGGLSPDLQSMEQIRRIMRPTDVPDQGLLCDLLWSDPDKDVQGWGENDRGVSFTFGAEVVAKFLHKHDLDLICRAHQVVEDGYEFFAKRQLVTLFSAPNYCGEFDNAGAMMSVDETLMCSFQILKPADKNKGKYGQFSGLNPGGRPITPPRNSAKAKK
# JMJD2C inh – human JMJD2C demethylase inhibition. Q9H3R0. GST-JMJD2C(1-420) H3K9me3 demethylation, DELFIA europium. actives 0.069% (n = 330,000). inhibition, % at 2.35 µM;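 active = more than half of a compound's replicate wells show inhibition beyond 50%, single wells judged on their own value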;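 note: signal counts dimethyl H3K9 product captured on neutravidin plate; 0% = median of DMSO wells and 100% = 0.3 times that DMSO median; strong numbers were not always called active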
# Target sequence (Q9H3R0 1-420 limits assumed): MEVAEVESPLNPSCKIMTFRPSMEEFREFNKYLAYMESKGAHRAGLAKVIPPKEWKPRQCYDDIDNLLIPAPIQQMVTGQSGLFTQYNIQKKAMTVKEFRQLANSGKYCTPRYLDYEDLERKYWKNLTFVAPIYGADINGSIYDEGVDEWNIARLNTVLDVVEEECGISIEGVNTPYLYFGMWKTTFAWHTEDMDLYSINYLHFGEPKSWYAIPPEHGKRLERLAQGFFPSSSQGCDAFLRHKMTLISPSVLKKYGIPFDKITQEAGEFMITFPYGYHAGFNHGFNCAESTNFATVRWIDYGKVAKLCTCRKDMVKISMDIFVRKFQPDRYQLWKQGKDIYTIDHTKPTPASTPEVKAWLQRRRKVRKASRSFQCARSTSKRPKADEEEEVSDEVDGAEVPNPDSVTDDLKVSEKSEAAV
# PP5 inh – blocks human protein phosphatase 5 activity; P53041; purified PP5c, OMFP substrate fluorescence; inhibition, % at 6.7 µM; actives 0.18% (n = 320,000); AID 1987;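 active = inhibition above the campaign's mean inhibition across all tested compounds plus 3 SD, cut at about 9.5% in these data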;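 note: 0% = DMSO only and 100% = 100 µM cantharidin control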
# core dimer inh – blocks dimerization of HCV core protein; TR-FRET GST/Flag-core106 dimerization, 1536-well; inhibition, % at 5 µM; actives 0.33% (n = 300,000);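 active = inhibition above the mean of all tested compounds plus 3 SD, set per screening campaign, cut at about 45% in these data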
#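 test system = GST/Flag-tagged HCV core106 proteins | probe or stimulus = Eu donor and XL665 acceptor anti-tag antibodies | times = compound-protein-antibody incubation 4 h at 22.5 °C | signal = TR-FRET, excitation 340 nm, emission 617 and 671 nm | measure = percent inhibition of core106 dimerization signal | controls = wells lacking GST-core106 and wells with excess unlabelled core106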
# TPT1 inh – inhibitors of Candida albicans tRNA 2'-phosphotransferase TPT1; AID 1962; recombinant caTPT1, FP RNA substrate dephosphorylation; inhibition, % at 5 µM; actives 0.81% (n = 300,000);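 active = inhibition above the mean of all tested compounds plus 3 SD, set per screening campaign, cut at about 24% in these data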;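 note: plate controls were DMSO alone for no effect and ferristatin control at 100 nM for full effect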
# EBNA-1 inhibitor – blocks EBNA-1 binding to DNA; inhibition, % at 14.8 µM; actives 0.34% (n = 300,000); EBNA-1 DNA binding, fluorescence polarization; in the data active = inhibition above about 28%
# An asterisk follows results filed as active; x = not tested or not shown.
no.	smiles	Fh CTSL1 inh	Yeast superoxide	JMJD2C inh	core dimer inh	ZTA DNA inh	TPT1 inh	PP5 inh	PP1 counter	EBNA-1 inhibitor
1	CC(=O)c1ccc(N2CCN(C(=O)Cc3cccs3)CC2)cc1	-1	113	2	4	12	1	2.8	-6	4
2	Cc1cc(=O)oc2cc(NC(=O)c3ccccc3OC(F)F)ccc12	3	112	-11	17	-5	-8	5.4	-2	-14
3	COc1ccc2cc3c(N)c(C(=O)NCc4ccco4)sc3nc2c1	3	96	-8	-20	4	-1	3.1	0	5
4	CCC(=O)Nc1nc2ccccc2n1Cc1ccccc1	-4	88	-1	-3	-4	-6	1.1	-2	-14
5	COc1ccc(OC)c(C2NC(=O)N(C)C(C)=C2C(=O)OCc2ccccc2)c1 (configuration not stated)	8	103	6	-2	-11	0	-6.0	2	-16
6	COc1cccc(-c2nnc(SCC(=O)Nc3ccc(OC)c(OC)c3)n2N)c1	2	104	-3	-5	-4	0	2.7	-4	-13
7	CS(=O)(=O)Nc1ccccc1C(=O)Nc1cccc(Cl)c1	3	93	-3	0	-11	-2	1.3	-6	1
8	CCOC(=O)c1[nH]c(C)c(C(=O)Nc2ccccc2C)c1C	1	87	-4	-2	-3	-2	0.4	-2	-1
9	Cc1cc(CC(C)C)n(-c2nc3ccccc3c(=O)n2OCC(N)=O)n1	2	104	-13	1	1	2	-0.3	-2	7
10	Cc1c(NC(=O)/C=C/c2cn(-c3ccccc3)nc2-c2ccc(F)cc2)c(=O)n(-c2ccccc2)n1C	-1	90	25	16	7	0	2.8	-9	-4

# Next part:
no.	smiles	Fh CTSL1 inh	Yeast superoxide	JMJD2C inh	core dimer inh	ZTA DNA inh	TPT1 inh	PP5 inh	PP1 counter	EBNA-1 inhibitor
11	Cc1ccn2c(NC(=O)c3cccs3)c(-c3ccccc3)nc2c1	-1	97	2	-2	-2	-3	3.3	0	0
12	CCc1cccc(C)c1NC(=O)COC(=O)CNS(=O)(=O)/C=C/c1ccccc1	-22	108	-1	-4	0	-3	0.3	-1	-2
13	COc1cccc(-c2nc(CC(=O)O)cs2)c1OC	2	98	10	2	2	-2	1.8	-2	5
14	CCOc1ccc(NC(=O)CCNS(=O)(=O)c2ccc3c(c2)CCC(=O)N3)cc1	-1	97	-19	2	-12	-3	-1.7	-3	-1
15	CCN(CC)S(=O)(=O)c1ccc(N2CCOCC2)c(NC(=O)c2cc3ccccc3oc2=O)c1	-1	111	3	12	-7	-1	3.3	2	-8
16	CCOC(=O)c1ccc(NC(=O)CCc2nnc3ccc(N4CCCC4)nn23)cc1	1	107	7	4	9	-2	-1.7	-3	4
17	Cc1ccc(NC(=O)C2(S(=O)(=O)c3ccc(Cl)cc3)CC2)c(Br)c1	1	81	3	3	-11	-4	0.7	0	-6
18	C=CCN(CC=C)C(=S)NC(=O)c1ccc(C)c(Br)c1	1	103	-12	-6	-6	2	2.6	7	-6
19	CCC(c1nnnn1Cc1ccco1)N1CCN(c2cc(Cl)ccc2C)CC1 (configuration not stated)	4	104	-9	14	13	2	3.3	6	-5
20	Cc1cc(C(=O)NC(=S)Nc2ccccc2N2CCCC2)ccc1[N+](=O)[O-]	6	101	5	7	8	4	-1.4	3	6

# More structures follow:
no.	smiles	Fh CTSL1 inh	Yeast superoxide	JMJD2C inh	core dimer inh	ZTA DNA inh	TPT1 inh	PP5 inh	PP1 counter	EBNA-1 inhibitor
21	CN(C)S(=O)(=O)c1ccc(C(=O)Nc2nc3ccccc3[nH]2)cc1	3	90	9	3	9	0	-0.2	-4	15
22	CCCc1ccc(Oc2cn[nH]c2-c2ccc(O)c(C)c2O)cc1	5	108	-19	-2	8	3	4.0	-4	6
23	CCSC1=NC(C)(C)C=C(C)N1	-1	101	25	-5	-12	-3	2.5	-1	-8
24	O=C(NC(=S)Nc1ccc(Cc2ccncc2)cc1)c1ccc(F)cc1	-1	89	0	2	0	3	0.4	3	1
25	CC(C)(C)c1ccc(CS(=O)(=O)CC(O)CN2CCCC2=O)cc1 (configuration not stated)	-5	102	-4	-6	-2	0	0.3	-3	-9
26	COc1ccc(C2CC(c3ccccc3)=NN2C(=O)c2cccs2)cc1 (configuration not stated)	1	98	-9	13	8	-1	2.6	4	6
27	N#CC1=C(N)OC2=C(CN(Cc3ccccc3)C/C2=C\c2cccnc2)C1c1cccnc1 (configuration not stated)	3	94	-6	1	9	-17	0.6	-2	0
28	CCCCOc1ccc(N2C(=O)CC(N(O)c3ccccc3)C2=O)cc1 (configuration not stated)	-1	95	13	9	-5	3	-0.4	6	5
29	COc1ccc(-c2nnc(SCC(C)C)o2)cc1	-4	99	18	-1	-3	1	-0.1	-3	2
30	O=C(O)c1cccc2c1C(=O)c1ccc(-c3ccc(Cl)c(C(F)(F)F)c3)cc1S2(=O)=O	x	115	1	x	-12	x	1.0	0	x

# Given as labelled records: part of the list above.
26: COc1ccc(C2CC(c3ccccc3)=NN2C(=O)c2cccs2)cc1 (configuration not stated)
  Fh CTSL1 inh: 1
  Yeast superoxide: 98
  JMJD2C inh: -9
  core dimer inh: 13
  ZTA DNA inh: 8
  TPT1 inh: -1
  PP5 inh: 2.6
  PP1 counter: 4
  EBNA-1 inhibitor: 6

30: O=C(O)c1cccc2c1C(=O)c1ccc(-c3ccc(Cl)c(C(F)(F)F)c3)cc1S2(=O)=O
  Fh CTSL1 inh: x
  Yeast superoxide: 115
  JMJD2C inh: 1
  core dimer inh: x
  ZTA DNA inh: -12
  TPT1 inh: x
  PP5 inh: 1.0
  PP1 counter: 0
  EBNA-1 inhibitor: x

29: COc1ccc(-c2nnc(SCC(C)C)o2)cc1
  Fh CTSL1 inh: -4
  Yeast superoxide: 99
  JMJD2C inh: 18
  core dimer inh: -1
  ZTA DNA inh: -3
  TPT1 inh: 1
  PP5 inh: -0.1
  PP1 counter: -3
  EBNA-1 inhibitor: 2

22: CCCc1ccc(Oc2cn[nH]c2-c2ccc(O)c(C)c2O)cc1
  Fh CTSL1 inh: 5
  Yeast superoxide: 108
  JMJD2C inh: -19
  core dimer inh: -2
  ZTA DNA inh: 8
  TPT1 inh: 3
  PP5 inh: 4.0
  PP1 counter: -4
  EBNA-1 inhibitor: 6

# Continued.
no.	smiles	Fh CTSL1 inh	Yeast superoxide	JMJD2C inh	core dimer inh	ZTA DNA inh	TPT1 inh	PP5 inh	PP1 counter	EBNA-1 inhibitor
31	CC1Sc2ccc(C(=O)O)cc2NC1=O (configuration not stated)	-2	103	-1	-5	6	2	0.4	9	6
32	O=C(O)/C=C/c1ccc2noc(-c3ccccc3)c2c1	2	124	-1	-9	1	-2	0.4	-1	0
33	Cc1cccc(NC(=S)N(CCc2nc3cc(C)c(C)cc3[nH]2)Cc2cccnc2)c1	3	98	5	0	-14	0	1.4	-3	2
34	O=C(CCn1c(=S)oc2ccccc21)NC1CCCCCCC1	5	116	0	2	0	0	0.7	-5	-12
35	COCCNC(=O)CSc1nc(N)c(NC(=O)c2ccccc2F)c(=O)[nH]1	-2	108	17	-12	3	4	1.3	0	-7
36	O=C(CN(Cc1ccc(Br)cc1)S(=O)(=O)c1ccccc1)NCc1ccccn1	-3	92	13	3	-3	1	2.5	0	-1
37	O=[N+]([O-])c1cccc(/C=N/Nc2nc(NCc3ccccc3)nc(N3CCOCC3)n2)c1O	6	115	-5	2	-11	0	-0.3	17*	-10
38	Cc1cc(C)cc(NC(=O)C(=O)NCCCN2CCCC2=O)c1	0	98	4	-6	-13	-3	1.5	-5	1
39	CN(C)CCCn1c(NC(=O)C2CCCCC2)nc2ccccc21	0	99	2	-5	-9	-2	2.0	2	-6
40	O=C(O)CC1(CC(=O)NCc2cccc(Cl)c2)CCCCC1	-2	108	-6	-4	11	-1	-1.8	-2	-11

# Further compounds follow:
no.	smiles	Fh CTSL1 inh	Yeast superoxide	JMJD2C inh	core dimer inh	ZTA DNA inh	TPT1 inh	PP5 inh	PP1 counter	EBNA-1 inhibitor
41	CCCCN1C=CC(=C2N=c3cccc([N+](=O)[O-])c3=N2)C=C1	2	82	-4	-9	3	3	-0.2	2	-14
42	CCSc1nnc(CNc2ccc(C)cc2)n1C	-9	91	-23	3	4	2	0.8	-2	7
43	CCC1(C)Cc2c(sc3[nH]c(=O)[nH]c(=O)c23)CS1 (configuration not stated)	3	111	-11	2	4	-9	3.8	2	-5
44	CCOc1cc(/C=N/NC(=O)CNc2cccc(C)c2)ccc1OC(=O)c1ccccc1	4	106	2	15	0	-1	7.0	12	1
45	COc1ccccc1N1CCN(C2CC(=O)N(c3ccc(Cl)cc3)C2=O)CC1 (configuration not stated)	-1	99	-1	-2	-3	1	3.3	-4	-6
46	COc1ccc([N+](=O)[O-])cc1NC(=O)c1cccs1	1	82	31	2	7	0	2.1	3	-3
47	O=C(c1c[nH]c2ccc(S(=O)(=O)N3CCOCC3)cc2c1=O)N1CCCC1	-5	90	4	-1	-22	0	2.0	-2	6
48	CC1CC(C)CN(CCCNC(=O)Cn2ncc3c(=O)oc4ccccc4c32)C1 (configuration not stated)	1	118	-4	-1	-2	-1	-1.5	-3	10
49	COC1CCCN(C(=O)c2ccc3nc(Cc4cccc(Cl)c4)oc3c2)C1 (configuration not stated)	1	98	-6	-5	12	3	0.7	-1	0
50	O=C(N/N=C\c1ccc(-c2ccccc2[N+](=O)[O-])o1)C1COc2cc3ccccc3cc2O1 (configuration not stated)	-2	98	-10	30	3	-1	4.7	2	-1

# (continued)
no.	smiles	Fh CTSL1 inh	Yeast superoxide	JMJD2C inh	core dimer inh	ZTA DNA inh	TPT1 inh	PP5 inh	PP1 counter	EBNA-1 inhibitor
51	NNC(=O)c1ccc(Cn2cccn2)o1	-1	107	16	-3	-3	-6	-1.2	2	4
52	Cc1ccc(C2=NC3(CCCC3)NC2=S)cc1	4	94	3	-1	5	-4	-0.3	-1	2
53	O=C(C1=C(Nc2ccccc2)c2ccccc2S(=O)(=O)N1)c1ccccc1	1	108	11	-7	-3	8	1.5	0	4
54	CC(C)CN1CCC(=O)N([C@H](CO)Cc2ccccc2)CC1	0	113	0	-1	-10	1	-1.4	-2	-11
55	CCOC(=O)[C@H]1[C@H]2COc3ccc(OC)cc3[C@@H]2N2C(=O)c3cc(F)c(F)cc3NC(=O)[C@@]12C	-3	x	9	5	4	8	2.1	4	-5
56	CCOc1ccc(N=Nc2c(N)[nH][nH]c2=O)cc1	2	92	3	-26	10	2	0.6	-1	-8
57	CN(C)CCCNC(=O)c1cc2c3ccccc3n(C)c2s1	1	98	12	-16	2	-4	3.2	-1	10
58	Cn1c(CNC(=O)CNC(=O)Cc2ccc(Cl)cc2)cc(=O)n(C)c1=O	-3	76	7	0	-5	2	-0.3	-4	0
59	Cc1nn(-c2cccc(Cl)c2)c(Cl)c1/C=N/NC(=O)c1cccnc1	0	107	6	2	15	-2	-1.7	0	7
60	O=C(Cc1ccccc1)N/N=C/c1cc(Br)cc(Br)c1O	-8	119	-2	-9	0	-5	1.3	-2	-12
61	Cc1cc(C)c2sc(N(CCN(C)C)C(=O)c3cc(Cl)sc3Cl)nc2c1	17*	82	-2	2	-30	-2	-0.1	2	-13
62	CC1CCN(c2c(NCC3CCC(C(=O)NCc4ccc(F)cc4)CC3)c(=O)c2=O)CC1 (configuration not stated)	1	103	-6	-3	-1	0	0.9	-3	10
63	CC(=O)c1ccc(OCC(=O)NC(=O)NC2CCCCC2)cc1	2	108	-1	0	0	-1	-2.0	-3	10

# High-throughput results as filed in PubChem BioAssay.
